SMN2 splice up = qHTS Assay for Enhancers of SMN2 Splice Variant Expression. HEK293 SMN2-luciferase splicing reporter, luminescence, 30-36 h. AID 1458, 2008. Potency, µM (titrated, usually from 46.1 µM), for inactives: top-dose activity change, positive = activation, most hits filed as activators. actives 2.8% (n = 210,000); note: % of control where 0% means no effect; nearly all actives have a fitted effect of over 55% in size
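qHTS luciferase splicing reporter: luminescence rises when SMN2 exon 7 is included in transfected HEK293 cells. Compound exposure lasted 30-36 h at 37C, with 4.5 mM final sodium butyrate as control, followed by a ONE-Glo read.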
TR SRC2 fluor cs = Total Fluorescence Counterscreen for Inhibitors of the Interaction of Thyroid Hormone Receptor and Steroid Receptor Coregulator 2. TRb/SRC2 Texas Red total fluorescence interference. Potency, µM (highest dose often 106 µM), for the others: at the top dose fluorescence change, negative = quenching. actives 0.29% (n = 280,000); active = well fitted curve in either direction with a large enough effect; inconclusive = small, poorly fitted or top-dose-only effect; note: % is set by controls: 0 for no effect and ±100 for the full control effect
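Human TRβ ligand-binding domain (0.6 uM) and Texas Red SRC2 peptide (20 nM) in Tris buffer with 1 uM T3 and 5% DMSO were incubated with pinned compound for 5 hr at ambient temperature. Total fluorescence was computed as S + 2P (555/632 nm).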
TRb-SRC2 inh = qHTS for Inhibitors of the Interaction of Thyroid Hormone Receptor and Steroid Receptor Coregulator 2; actives 0.065% (n = 280,000); TRbeta-SRC2 peptide binding, fluorescence polarization; receptor liganded with 1 µM T3; Thyroid hormone receptor beta (Homo sapiens), P10828; Potency, µM (doses to about 106 µM), for the others: at the top dose activity change, negative = inhibition, hits mostly inhibitors; AID 1469, 2008;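 note: plate controls were bound peptide for no effect and peptide without receptor for full effect; nearly all actives have a fitted effect of over 50% in size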
Target sequence (P10828 whole entry, looked up): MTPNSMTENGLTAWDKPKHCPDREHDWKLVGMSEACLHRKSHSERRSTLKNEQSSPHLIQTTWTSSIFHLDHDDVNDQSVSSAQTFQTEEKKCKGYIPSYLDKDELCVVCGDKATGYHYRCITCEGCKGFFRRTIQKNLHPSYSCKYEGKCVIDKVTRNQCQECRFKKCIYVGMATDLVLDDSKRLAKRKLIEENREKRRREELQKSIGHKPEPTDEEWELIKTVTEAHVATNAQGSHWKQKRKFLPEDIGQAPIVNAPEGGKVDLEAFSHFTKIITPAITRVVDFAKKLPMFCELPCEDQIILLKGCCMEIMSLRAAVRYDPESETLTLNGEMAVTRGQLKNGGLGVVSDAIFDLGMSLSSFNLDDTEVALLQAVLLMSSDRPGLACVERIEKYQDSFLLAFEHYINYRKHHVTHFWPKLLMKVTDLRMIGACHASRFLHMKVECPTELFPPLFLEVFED
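Fluorescence polarization of 20 nM Texas Red SRC2 peptide (20-aa NR interaction domain) bound to 0.6 uM human TRb ligand-binding domain, with 1 uM T3, after 5 hr at ambient temperature; inhibition seen as decreased polarization.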
The depositor's hits bear a star; ? = inconclusive; [ ] = remark or other dose. Unless noted, calls come from the whole dose curve; as a rule, active = well fitted curve in the direction sought with a large enough effect; inconclusive = small, poorly fitted or top-dose-only effect, or another doubt; inactive = no such curve, though single readings can be large; an effect the other way counts as inactive or inconclusive. Potency is the fitted concentration of half-maximal effect.

Each structure is followed by: TR SRC2 fluor cs	SMN2 splice up	TRb-SRC2 inh
O=C(C1CCCN(S(=O)(=O)c2ccc(Br)s2)C1)N1CCN(c2ccccc2)CC1 (stereo unspecified)
    1%	-46%[inhibitor]	2%
CCc1ccc(NC(=O)CCNS(=O)(=O)c2ccc3c(c2)oc(=O)n3C)cc1
    -1%	0%	-7%
O=C(c1ccc2c(c1)N(Cc1c(F)cccc1Cl)C(=O)c1ccccc1S2)N1CCCC1
    0%	-17%	-6%
CCCCOc1ccc(NC(=O)Cn2nnnc2-c2ccccc2F)cc1
    1%	7%	4%
CC(C)Cn1c(=O)c2ccccc2n2c(CCC(=O)N3CCN(c4ccccc4)CC3)nnc12
    9%	-13%	-12%
COc1ccc(CNC(=O)c2ccc3c(c2)N(Cc2ccccc2F)C(=O)c2ccccc2S3=O)cc1 (stereo unspecified)
    -1%	-26%	-4%
Cc1cc(C)c(NC(=O)Cn2c(=O)n(CCC(=O)NCc3ccc4c(c3)OCO4)c(=O)c3ccccc32)c(C)c1
    ?	4%	7%
CCCCOc1ccc(C2=NC(c3ccncc3)=Nc3ccc(Br)cc3N2)cc1
    1%	8%	4%
CC(C)c1ccc(NC(=O)c2cc3c(s2)-c2ccccc2SC3)cc1
    -3%	-4%	7%
CCn1cc(C(=O)OCC(=O)Nc2cc(C)cc(C)c2)c(=O)c2ccc(C)nc21
    -2%	7%	-8%

The list goes on; the last 3 above are carried over.
Each structure is followed by: TR SRC2 fluor cs	SMN2 splice up	TRb-SRC2 inh
CCCCOc1ccc(C2=NC(c3ccncc3)=Nc3ccc(Br)cc3N2)cc1
    1%	8%	4%
CC(C)c1ccc(NC(=O)c2cc3c(s2)-c2ccccc2SC3)cc1
    -3%	-4%	7%
CCn1cc(C(=O)OCC(=O)Nc2cc(C)cc(C)c2)c(=O)c2ccc(C)nc21
    -2%	7%	-8%
Cn1c(=O)n(-c2ccc(Br)cc2F)c(=O)c2sc3ccccc3c21
    0%	-13%	-4%
Cc1cc(C)cc(NC(=O)CSc2nc(-c3ccccc3)c3cc(F)ccc3n2)c1
    1%	2%	-2%
COc1cc2c(=O)n(CCC(=O)NCC3CCCO3)c(=O)n(CC(=O)Nc3ccc(C)c(C)c3)c2cc1OC (stereo unspecified)
    1%	2%	-6%
COc1ccc(N(C(=O)c2ccccc2)S(=O)(=O)c2ccc3c(c2)n(C)c(=O)n3C)cc1
    -18%	14%	-1%
Cc1nc2ccc(S(=O)(=O)NC(C(=O)NCc3ccccc3Cl)C(C)C)cc2s1 (stereo unspecified)
    -1%	13%	0%
Cc1cc2oc(C(=O)N(Cc3ccc(N(C)C)cc3)Cc3ccco3)c(C)c2cc1Cl
    -11%	-1%	-3%
COc1ccc(/C=C/c2nc(C#N)c(N3CCCCC3)o2)cc1OC
    -8%	-8%	-8%
Cc1cc(S(=O)(=O)Nc2cc3c(cc2NCc2ccccc2)n(C)c(=O)n3C)ccc1F
    0%	10µM*	-3%
Cc1ccc(S(=O)(=O)c2nc(-c3ccccc3F)oc2NCc2ccccc2)cc1
    -3%	-4%	6%
CN(c1ccccc1)C(CNS(=O)(=O)c1ccccc1)c1ccccc1 (stereo unspecified)
    -1%	-1%	1%

Going on with the list:
Each structure is followed by: TR SRC2 fluor cs	SMN2 splice up	TRb-SRC2 inh
Cc1ccc(NC(=O)Cn2nc(Cc3ccncc3)c3ccccc3c2=O)c(Cl)c1
    -2%	-11%	-8%
Cc1cc(Nc2cccc(Cl)c2C)n2nc(Cc3ccccc3)nc2n1
    1%	-19%	5%
Cc1ccc2c(c1)Cc1c(nc(-c3ccc(Cl)cc3)nc1SCC(=O)N1CCCCC1)O2
    -3%	5%	-1%
Cc1cc(NC(=O)CN2CCC(C)CC2)nc2c1c(=O)oc1ccccc12
    0%	-4%	5%
CC1=C(C(=O)Nc2cccc(C(F)(F)F)c2)C2(CCCCC2)OC1=O
    -10%	-6%	-8%
O=C(O)c1ccc(CSc2nc3cccnc3n2Cc2cccc(F)c2)cc1
    -2%	-5%	3%
Cc1cc2oc(C(=O)Nc3ccc(S(=O)(=O)N(C)c4ccccc4)cc3)cc(=O)c2cc1C
    4%	-7%	9%
CCOc1ccccc1-n1cc2c(c1-c1ccc(OC)cc1)c(=O)n(C)c(=O)n2C
    -3%	13%	0%
CCOc1ccc(CNC(=O)c2ccc(CSc3nc4ccncc4n3Cc3ccc(F)cc3)cc2)cc1
    -22%	-20%	1%
Cc1ccc(CN2C(=O)N(c3ccc(F)cc3)C(=O)C2CC(=O)Nc2ccc(Cl)cc2)cc1 (stereo unspecified)
    0%	-8%	3%

Other structures follow:
Each structure is followed by: TR SRC2 fluor cs	SMN2 splice up	TRb-SRC2 inh
Cc1c(C(=O)N(Cc2ccco2)Cc2ccccc2Cl)oc2ccc(F)cc12
    -20%	-8%	1%
CC1(C)CC(=O)c2c(oc3c(Cl)cc(NS(=O)(=O)c4ccc(Cl)cc4)cc23)C1
    -3%	-1%	4%
Cc1cc(C)c(Cn2c(=O)n(CCC(=O)NCCc3ccccc3)c(=O)c3ccccc32)c(C)c1
    0%	-7%	7%
CCOC(=O)C1CCCN(C(=O)c2cc3c(=O)n(C)c4ccccc4c3s2)C1 (stereo unspecified)
    0%	-6%	-8%
COc1ccccc1NC(=O)CSc1oc(-c2cccs2)nc1S(=O)(=O)c1ccccc1
    -1%	-2%	2%
Cc1ccc2c(CC(=O)N3CCN(c4cccc(Cl)c4)CC3)coc2c1C
    -12%	-10%	-8%
Cc1ccccc1Cn1c(C)c(CNCc2ccccc2)c(C(=O)O)c1C
    -1%	6%	-1%
O=C(c1ccccc1Br)N(Cc1ccco1)Cc1ccco1
    0%	-3%	1%
COc1ccc(-c2c(C#N)c(SCC(=O)Nc3ccc(C)c(C)c3)nc(C)c2C(=O)Nc2ccccc2)cc1OC
    2%	-5%	4%
CCOC(=O)c1c(C)oc2ccc(N(C(=O)c3ccncc3)S(=O)(=O)c3ccc(F)cc3C)cc12
    -48%	-17%	3%

(further entries)
Each structure is followed by: TR SRC2 fluor cs	SMN2 splice up	TRb-SRC2 inh
CCOC(=O)Cn1c(=O)oc2cc(S(=O)(=O)NCc3ccc(F)cc3)ccc21
    1%	2%	1%
CCCOc1ccc(/C=C/C(=O)Nc2sc3c(c2C(=O)OCC)CCC(C)C3)cc1OC (stereo unspecified)
    -15%	-1%	1%
COc1ccc(Cl)cc1-n1c(CCC(=O)O)ccc1-c1ccc(C)cc1
    -4%	-4%	-3%
CC1=C(C(=O)Nc2ccc(C)cc2)C(c2ccccc2Cl)n2nnnc2N1 (stereo unspecified)
    10%	?	-16%
CCN(CC)C(=O)c1ccc2c(c1)N(Cc1ccc(C(F)(F)F)cc1)C(=O)c1ccccc1S2
    -1%	-10%	-7%
Fc1ccc(-c2cn3cc(Cc4ccccc4)sc3n2)cc1
    3%	6.3µM*	11%
CCCn1c(-c2ccc(S(=O)(=O)N3CCOCC3)cc2)csc1=Nc1ccc(OCC)cc1
    4%	-46%[inhibitor]	-2%
COc1cccc2c1cc1c(=O)n(CC(=O)N3CCN(c4ccc(Cl)cc4)CC3)nc(C)n12
    7%	-4%	6%
COc1cccc(Cn2c(SCc3ccc(C(=O)N4CCC(C)CC4)cc3)nc3ccncc32)c1
    -2%	-58%[inhibitor]	3%
CCCCCN1C(C(=O)c2ccccc2)=C(NC(=O)c2ccc(C)cc2)c2ccccc2S1(=O)=O
    -16%	-30%[inhibitor]	-2%

Next section
Each structure is followed by: TR SRC2 fluor cs	SMN2 splice up	TRb-SRC2 inh
Cc1cc(NC(=O)c2ccc(Cl)c(Cl)c2)ccc1-c1cc2ccccc2oc1=O
    2%	-16%	-9%
O=C(Nc1onc2c1CCCC2)c1ccccc1
    10%	?	2%
Cc1cc(NC(=O)CN(C)S(=O)(=O)c2ccc3c(c2)CCC(=O)N3)ccc1Br
    -33%	-43%[inhibitor]	0%
O=C(O)Cn1c(-c2cccs2)cc2cc(Cl)ccc21
    0%	7%	-2%
COc1ccc(Cn2nnc3c(=O)[nH]c(C4CCN(C(=O)c5ccc(C)cc5)CC4)nc32)cc1OC
    -7%	-10%	0%
Cc1cc(N2CCCCC2)nc2ccc(NC(=O)c3cccc(F)c3)cc12
    0%	-47%[inhibitor]	5%
N#Cc1c(-c2ccccc2)cc(-c2ccccc2)nc1SCC(O)CS(=O)(=O)Cc1ccc(Cl)cc1 (stereo unspecified)
    -6%	-5%	4%
CCN1CCN(c2c(S(=O)(=O)c3ccc(C)c(C)c3)cnc3cc(OC)c(OC)cc23)CC1
    -29%	-9%	-2%
COc1cc(Cl)c(C)cc1NC(=O)c1cc2c(s1)-c1c(C)cccc1OC2
    -17%	-9%	0%
COc1ccc2c(c1)c(=O)c(S(=O)(=O)c1ccc(C)c(C)c1)cn2CC(=O)Nc1ccccc1
    0%	-2%	0%

Remaining list, next part.
Each structure is followed by: TR SRC2 fluor cs	SMN2 splice up	TRb-SRC2 inh
O=C(COc1ccc(Cl)cc1)Nc1ccc(-c2nc3cc(Cl)ccc3o2)c(O)c1
    1%	22%	3%
Cc1ccc(-n2c(SCCC(C)C)nc3sc4c(c3c2=O)CC(C)(C)OC4)cc1
    -2%	-1%	2%
Cc1cccc(N2CC(C)Cn3c2nc2c3c(=O)n(CC(=O)O)c(=O)n2C)c1 (stereo unspecified)
    10µM*[quencher]	-5%	0%
C=Cc1ccc(Cn2c(C)c(CNCCc3ccc(OCC)cc3)c(C(=O)O)c2C)cc1
    0%	-4%	1%
COc1cc(NC(=O)CN2C(=O)C(c3ccc(C)cc3)=NC23CCCCCC3)cc(OC)c1
    -1%	7%	3%
CCCCCC(=O)Nc1ccc(NC(=O)c2cc3ccccc3o2)c(OC)c1
    ?	?	-1%
COc1ccc(-c2cc(C(F)(F)F)nc(SCC(=O)NCCc3ccccc3)n2)cc1OC
    2%	16%	4%
O=C(c1ccco1)n1nc(-c2ccccc2)nc1NCc1ccc(F)cc1
    -6%	-3%	-2%
Cn1c(=O)c2c(ncn2CC(=O)Nc2cccc(C(F)(F)F)c2)n(C)c1=O
    -1%	-4%	-3%
CC1CCc2c(sc3nc(-c4cc5ccccc5oc4=O)nc(Cl)c23)C1 (stereo unspecified)
    32µM*[quencher]	2%	-29%[53 µM]

Other results follow.
Each structure is followed by: TR SRC2 fluor cs	SMN2 splice up	TRb-SRC2 inh
Cc1ccc(C2C=C(c3ccccc3)Nc3nc(NS(=O)(=O)c4ccccc4)nn32)cc1 (stereo unspecified)
    6%	7%	1%
Cc1ccc(S(=O)(=O)c2nc(-c3cccs3)oc2SCC(=O)Nc2cc(C)cc(C)c2)cc1
    -2%	3%	7%
CCc1ccccc1NC(=O)Cn1nnc2sc3c(c2c1=O)CCC(C(C)(C)C)C3 (stereo unspecified)
    -2%	4%	4%
Cc1ccc(-c2nc(-c3cccs3)c(-c3cccs3)[nH]2)cc1
    1%	-15%	2%
Cc1ccc2oc(C(=O)Nc3ccc(S(=O)(=O)N(C)c4ccccc4)cc3)cc(=O)c2c1
    100µM*[quencher]	5%	-10%
CCn1c(=O)c2cc(C(=O)N(C)c3cc(C)ccc3C)sc2c2ccccc21
    ?	1%	4%
Cc1c(CCC(=O)NCc2cccc(Cl)c2)c(=O)oc2c(C)c(O)ccc12
    -5%	2%	7%
COc1ccccc1N(CC(=O)Nc1ccccc1F)S(C)(=O)=O
    -3%	-15%	2%
CCOc1ccccc1NC(=O)CSc1nc2c(oc3ccccc32)c(=O)n1C(C)C
    -1%	-6%	-9%
CCOC(=O)c1ccccc1NC(=O)CN1C(=O)CC(c2ccccc2)Sc2ccccc21 (stereo unspecified)
    -20%	-26%	5%

(continued)
Each structure is followed by: TR SRC2 fluor cs	SMN2 splice up	TRb-SRC2 inh
CCc1ccc(NC(=O)C2CCN(c3nnc(-n4c(C)ccc4C)s3)CC2)cc1
    -4%	-19%	8%
Cc1ccc(Cl)cc1N1CCN(CCCNC(=O)c2nnc(Cc3cccc(Cl)c3)o2)CC1
    -2%	-64%[inhibitor]	7%
COCCNC(=O)CCCn1c(SCc2ccccc2C)nc2c(sc3ccccc32)c1=O
    0%	?	9%
COc1ccc(OC)c(S(=O)(=O)N2Cc3ccccc3CC2C(=O)Nc2ccc(C)cc2C)c1 (stereo unspecified)
    -5%	6%	0%
O=C(CCS(=O)(=O)c1cccc2nonc12)Nc1cccc(F)c1
    -1%	-15%	-2%
CCOc1ccc(Nc2oc(/C=C/c3cc(OC)c(OC)c(OC)c3)nc2C#N)cc1
    -2%	24%	2%
Cc1ccc(Nc2cc(C)nc3nc(Cc4ccc(Cl)cc4)nn23)cc1
    1%	6%	0%
COc1ccc(C(=O)Nc2cccc(OCc3cc(=O)n4c5c(sc4n3)CCCC5)c2)cc1OC
    2%	-2%	-7%

Screens as filed in PubChem.

Some of the compounds tested, so the mix of outcomes need not match the whole.
